Jurkat NFkB inh: inhibitors of the PMA/ionomycin-induced NF-kB reporter in Jurkat cells; PMA/ionomycin-induced NF-kB luciferase reporter, luminescence; inhibition, % at 4 µM; actives 0.53% (n = 330,000); AID 435003; in the data active means inhibition above about 50%
Mdm2-MdmX inh: human Mdm2/MdmX binding inhibition | SaOS-2 split-luciferase Mdm2/MdmX complementation, luminescence | inhibition, % at 8 µM | actives 3% (n = 330,000) | AID 485346;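 active means inhibition of at least 50% at 8 µM in the primary screen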
Target sequence (O15151 whole entry, looked up): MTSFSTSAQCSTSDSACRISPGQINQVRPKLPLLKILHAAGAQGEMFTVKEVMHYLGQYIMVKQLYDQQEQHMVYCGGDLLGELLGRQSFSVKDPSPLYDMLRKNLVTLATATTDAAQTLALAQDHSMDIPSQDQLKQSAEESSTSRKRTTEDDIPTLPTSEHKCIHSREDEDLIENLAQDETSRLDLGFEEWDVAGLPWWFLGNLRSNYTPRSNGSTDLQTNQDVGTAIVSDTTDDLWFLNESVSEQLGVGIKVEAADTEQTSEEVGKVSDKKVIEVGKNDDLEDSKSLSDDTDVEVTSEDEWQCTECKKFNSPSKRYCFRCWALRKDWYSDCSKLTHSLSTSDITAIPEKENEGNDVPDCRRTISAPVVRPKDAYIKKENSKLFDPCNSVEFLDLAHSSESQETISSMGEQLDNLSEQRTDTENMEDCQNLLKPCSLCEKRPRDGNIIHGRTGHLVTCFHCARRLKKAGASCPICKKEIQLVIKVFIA
Target sequence (Q00987 whole entry, looked up): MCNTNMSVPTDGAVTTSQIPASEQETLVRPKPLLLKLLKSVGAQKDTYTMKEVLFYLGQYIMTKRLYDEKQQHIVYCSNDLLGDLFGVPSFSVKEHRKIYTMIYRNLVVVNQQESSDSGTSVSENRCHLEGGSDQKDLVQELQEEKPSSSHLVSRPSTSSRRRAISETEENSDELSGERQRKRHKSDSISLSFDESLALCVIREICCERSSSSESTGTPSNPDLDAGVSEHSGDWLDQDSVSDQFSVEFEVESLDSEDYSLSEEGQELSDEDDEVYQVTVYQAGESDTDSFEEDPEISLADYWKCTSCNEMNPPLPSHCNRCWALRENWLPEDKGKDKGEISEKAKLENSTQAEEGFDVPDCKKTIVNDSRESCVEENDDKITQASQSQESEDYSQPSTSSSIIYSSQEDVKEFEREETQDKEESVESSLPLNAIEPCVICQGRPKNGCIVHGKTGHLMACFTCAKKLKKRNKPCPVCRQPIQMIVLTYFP
XBP1 UPR activ: adaptive UPR (XBP1) activation. activation, % at 20 µM. CHO-XBP1 luciferase reporter, IRE1-XBP1 UPR activation, luminescence; percent of tunicamycin response, DMSO as zero. actives 0.33% (n = 330,000);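 active means versus positive control, 20 µM dose yields 30% or more activation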;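 further: 100% = tunicamycin at 10 µg/mL and 0% = DMSO only wells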
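Assay system: CHO-XBP1 luciferase reporter cells; Schedule: 6 h treatment, 37 °C; Detection: glow luminescence from Steady-Glo reagent; Benchmarks: high control tunicamycin 10 µg/mL final, low control DMSO vehicle only.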
UPR CHOP act: apoptotic UPR (CHOP) activation; actives 0.34% (n = 330,000); CHO-CHOP luciferase reporter, luminescence; percent of tunicamycin response over DMSO baseline; activation, % at 10 µM;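 active means at 10 µM dose, activation of 40% or more, normalized to positive control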;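 further: 100% = tunicamycin at 10 µg/mL and 0% = DMSO alone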
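assay system = CHO CHOP reporter cells | amount = 500 CHO-CHOP cells per well | buffer or medium = F12 with 10% FBS | incubation = 16-18 h cell attachment, then 6 h compound exposure, 37 °C | detection = luminescence read with Steady-Glo | read-out = percent activation relative to tunicamycin control | controls = tunicamycin high control, DMSO low control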
tim23-1 inh: growth inhibitors of tim23-1 mutant yeast; S. cerevisiae tim23-1 growth, BacTiter-Glo luminescence, 24 h; inhibition, % at 20 µM; actives 1.3% (n = 330,000); AID 463212;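 active means growth inhibition of the mutant yeast at or above 50%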;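 further: temperature-sensitive mutant grown at 25 °C; plate controls were DMSO-treated mutant yeast for no effect and medium wells lacking yeast for full effect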
APJ ag: agonists of human APJ apelin receptor; P35414; CHO-K1 APJ PathHunter beta-arrestin, luminescence; 0% DMSO wells, 100% apelin; activation, % at 20 µM; actives 0.11% (n = 330,000);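 active means activation more than six SD over the plate average, tested at 20 µM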;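 further: 0% = DMSO alone and 100% = apelin-13 at 10 nM; some results filed as inactive read as strong as hits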
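Test system – PathHunter CHO-K1 APJ (AGTRL-1) beta-arrestin reporter cells · Input – 1000 cells/well · Compound – single test compound dose, 20 µM final, 1% DMSO · Times – compound stimulation 90 min at 25 °C, detection 60 min · Technique – beta-gal luminescence · Read-out basis – APJ–arrestin association signal · Control set – negative DMSO alone, positive Apelin-13 at 10 nM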
697 NFkB inh: lowers PMA/ionomycin-induced NF-kB signal in 697 B cells; 697 B-cell NF-kB luciferase reporter, 16 h; inhibition, % at 4 µM; actives 0.33% (n = 330,000); in the data active means inhibition above about 35%
APJ antagonist: blocks the human apelin receptor APJ; CHO-K1 APJ beta-arrestin complementation, luminescence; inhibition, % at 20 µM; actives 0.32% (n = 330,000); AID 2521;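 active means inhibition above about 40% at 20 µM, limit read from the data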;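 further: cells challenged with 10 nM apelin-13 agonist together with compound; plate controls were apelin-13 plus DMSO wells for no effect and DMSO wells lacking apelin-13 for full effect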
Active calls of the source: *; nt = not tested or not shown. Compounds were not picked by outcome; about 5% have a hit in one of these screens.

molecule | Jurkat NFkB inh | Mdm2-MdmX inh | XBP1 UPR activ | UPR CHOP act | tim23-1 inh | APJ ag | 697 NFkB inh | APJ antagonist
O=C(NCCOC(=O)c1ccccc1)c1ccccc1 | -4 | 12 | 1 | -0.8 | 11 | -3 | 5 | -6
CCCCn1c(N)c(N(CCC(C)C)C(=O)C2CSC3(C)CCC(=O)N23)c(=O)[nH]c1=O (configuration not stated) | 7 | 13 | 0 | 0.9 | -12 | -2 | -20 | -9
COC(=O)C1=NNC(C(=O)c2ccco2)C1c1ccccc1 (configuration not stated) | 9 | 1 | 1 | 0.3 | 5 | -6 | 14 | 32
O=[N+]([O-])c1ccc(N2CCNCC2)cc1Sc1nc2ccccc2[nH]1 | 9 | 20 | 0 | 1.8 | 10 | 0 | 30 | -23
CN(C)C=Nc1nonc1-c1ncn[nH]1 | -1 | -24 | -3 | -0.9 | 14 | -2 | -10 | 5
Cc1ccc(S(=O)(=O)Cn2nnnc2CN(Cc2ccco2)Cc2cccs2)cc1 | 7 | 1 | -2 | -1.3 | 12 | -3 | 6 | 7
COc1cc2c(cc1NC(=O)c1cccc([N+](=O)[O-])c1C)oc1ccccc12 | -40 | 18 | -1 | -1.9 | 17 | -4 | -24 | 13
O=C(Cc1ccc(F)cc1)N[C@@H]1c2ccccc2CC[C@@H]1O | nt | -19 | 1 | 0.6 | 32 | nt | 15 | nt
CCc1sc(C(=O)Nc2ccc3c(c2)OCO3)cc1C | -91 | -133 | 7 | 6.3 | 55* | -3 | -76 | -5
Cc1nn(CCCC(=O)N2CCc3ccccc3C2)c(=O)c2cc3sccc3n12 | -6 | 3 | 0 | 2.1 | 31 | -4 | 7 | 21
Cc1nccn1-c1ncnc2sc3c(c12)CCCC3 | -3 | 25 | -5 | 6.4 | 13 | -1 | -2 | 2
O=C(CNS(=O)(=O)c1cccc(F)c1)OCC(=O)N1CCCC1=O | 4 | 10 | 0 | -1.0 | -5 | -2 | 13 | 18
CCN(CC)C(=O)C1CCCN(c2ccc([N+](=O)[O-])cc2/C=N/NC(=O)c2ccc([N+](=O)[O-])cc2)C1 (configuration not stated) | -1 | 42 | 0 | 0.3 | 2 | 3 | 3 | -11
Cc1cc(=O)[nH]c(S)c1C#N | -2 | 29 | 1 | 0.7 | 20 | -1 | -7 | -17
CCOc1ccc(C(=O)NC2CCCCCCC2)cc1 | -147 | -80 | -5 | 2.9 | 19 | 0 | -187 | -15
Cc1cc(OC(=O)c2ccccc2C(F)(F)F)c([N+](=O)[O-])c(=O)[nH]1 | -2 | 11 | 3 | -0.6 | -5 | -4 | 7 | 11
S=C(NCC(c1cccnc1)N1CCOCC1)NC1CCCCC1 (configuration not stated) | 3 | 1 | 1 | 0.5 | 0 | -1 | -2 | 16
CCCc1cc(=O)[nH]c(SCC(=O)N2CCN(S(=O)(=O)c3ccc(C)cc3)C2)n1 | 0 | -10 | -1 | 0.8 | 1 | -2 | -5 | -77
Cc1cccc(NC(=O)Cn2cnc3sc(C)c(S(=O)(=O)N4CCC(C)CC4)c3c2=O)n1 | 5 | 21 | 2 | -0.3 | -11 | 9 | -8 | -9
CC(=O)N1c2ccc(S(=O)(=O)NCc3ccco3)cc2CC1C (configuration not stated) | -9 | 3 | -1 | 0.4 | -6 | -4 | -10 | 0
O=C(O)c1cccc(-c2ccc(/C=N/n3cnc4sc5c(c4c3=O)CCCC5)o2)c1 | 5 | -9 | -2 | 1.0 | 52* | -3 | 10 | -17
CCOC(=O)C1CCCN(C(=O)c2ccc(C)c(NC(=O)C3=C(C)OCCS3)c2)C1 (configuration not stated) | -3 | 8 | -6 | -2.0 | 14 | -4 | 16 | -2
COc1ccc(NC(=O)COC(=O)C2CC(=O)N(c3ccc(OC(C)C)cc3)C2)cc1 (configuration not stated) | 16 | 4 | -1 | 0.9 | -6 | -2 | 19 | -10
COc1ccc(NC(=O)N(Cc2cccnc2)Cc2ccccc2Cl)c(OC)c1 | -9 | 3 | -3 | -0.8 | 16 | -2 | 6 | -67

Complete entries, quoted from the list. Order of screens: Jurkat NFkB inh | Mdm2-MdmX inh | XBP1 UPR activ | UPR CHOP act | tim23-1 inh | APJ ag | 697 NFkB inh | APJ antagonist
Results for CCN(CC)C(=O)C1CCCN(c2ccc([N+](=O)[O-])cc2/C=N/NC(=O)c2ccc([N+](=O)[O-])cc2)C1 (configuration not stated) : -1 | 42 | 0 | 0.3 | 2 | 3 | 3 | -11
Results for S=C(NCC(c1cccnc1)N1CCOCC1)NC1CCCCC1 (configuration not stated) : 3 | 1 | 1 | 0.5 | 0 | -1 | -2 | 16
Results for CCOC(=O)C1CCCN(C(=O)c2ccc(C)c(NC(=O)C3=C(C)OCCS3)c2)C1 (configuration not stated) : -3 | 8 | -6 | -2.0 | 14 | -4 | 16 | -2

Of the compounds above, 4 contain a halogen.
molecule | Jurkat NFkB inh | Mdm2-MdmX inh | XBP1 UPR activ | UPR CHOP act | tim23-1 inh | APJ ag | 697 NFkB inh | APJ antagonist
O=C(Cc1ccc(F)cc1)N[C@@H]1c2ccccc2CC[C@@H]1O | nt | -19 | 1 | 0.6 | 32 | nt | 15 | nt
O=C(CNS(=O)(=O)c1cccc(F)c1)OCC(=O)N1CCCC1=O | 4 | 10 | 0 | -1.0 | -5 | -2 | 13 | 18
Cc1cc(OC(=O)c2ccccc2C(F)(F)F)c([N+](=O)[O-])c(=O)[nH]1 | -2 | 11 | 3 | -0.6 | -5 | -4 | 7 | 11
COc1ccc(NC(=O)N(Cc2cccnc2)Cc2ccccc2Cl)c(OC)c1 | -9 | 3 | -3 | -0.8 | 16 | -2 | 6 | -67

(listing goes on)
molecule | Jurkat NFkB inh | Mdm2-MdmX inh | XBP1 UPR activ | UPR CHOP act | tim23-1 inh | APJ ag | 697 NFkB inh | APJ antagonist
COc1cccc(NC(=O)NNC(=O)CCc2ccc(O)c(O)c2)c1 | -13 | -14 | -4 | 0.4 | 0 | 8 | -12 | -18
O=S(=O)(NCCc1ccccc1)c1ccc(-n2cnnn2)cc1 | 29 | 21 | -4 | -0.5 | -1 | -1 | 13 | 2
O=C(CSc1nc(-c2cccs2)cc(C(F)(F)F)n1)Nc1cc(OCC(F)(F)C(F)F)cc([N+](=O)[O-])c1 | -1 | 7 | 3 | 2.2 | 14 | -2 | 6 | 10
COc1ccc(/C=C(\C#N)C(=O)NCC2CCCO2)cc1OC (configuration not stated) | 12 | 1 | 1 | 1.6 | 46 | 5 | -10 | -3
COc1ccc(N2CCN(C(c3ccc4ncccc4c3)c3nnnn3C(C)(C)C)CC2)cc1 (configuration not stated) | -1 | 5 | 0 | 0.0 | 8 | -1 | 15 | 1
Cc1noc(C)c1C(=O)NC(C)C1CCCO1 (configuration not stated) | 12 | -17 | -1 | 0.5 | -11 | -2 | 21 | -1
O=[N+]([O-])c1ccc2nc(-c3ccc(Cl)cc3)[nH]c2c1 | -142 | -158 | 4 | 5.3 | 17 | 14* | -186 | -15
Cc1ccc(C)c(NC(=O)C2CCCN(c3cnccn3)C2)c1 (configuration not stated) | 6 | 9 | -5 | -2.0 | 5 | 0 | -7 | 3
C=CCNC(=O)COc1ccc(S(=O)(=O)N2CCCC2)cc1 | 7 | -24 | 1 | 0.2 | -2 | -1 | 16 | -2
CC(=O)N1c2ccc(S(=O)(=O)N3CCC(C(=O)Nc4ccc(C)cn4)CC3)cc2CC1C (configuration not stated) | 12 | 15 | -6 | 2.0 | 13 | -3 | -2 | 4
COc1cc(CNc2ccccc2Oc2cc(=O)n(C)c(=O)n2C)cc(OC)c1OC | -6 | 6 | -1 | -2.0 | 15 | -4 | 5 | 17
CCOc1cc(CNCc2ccccc2)ccc1OCC(=O)NC1CCCCC1 | 0 | 13 | -2 | 1.4 | -3 | -5 | 8 | -11

New compounds follow.
| SMILES | Jurkat NFkB inh | Mdm2-MdmX inh | XBP1 UPR activ | UPR CHOP act | tim23-1 inh | APJ ag | 697 NFkB inh | APJ antagonist |
| --- | --- | --- | --- | --- | --- | --- | --- | --- |
| CCOC(=O)c1nnn(CC(=O)Nc2cccc(OC)c2)c1C(=O)OCC | 12 | 17 | -2 | -2.0 | -1 | -3 | 6 | 19 |
| CSc1ccccc1C(=O)C1CCCN(C(=O)c2cncs2)C1 (configuration not stated) | 12 | 22 | -4 | 3.1 | 16 | 2 | -11 | 25 |
| O=C(Nc1c(-c2cccs2)nc2ccccn12)c1ccc2ccccc2c1 | -5 | 2 | -3 | 0.2 | 9 | -1 | -16 | 2 |
| Cc1cc(/C=C2\SC(=Nc3ccc(F)cc3)NC2=O)c(C)n1-c1ccc(S(N)(=O)=O)cc1 | 19 | 61* | 4 | -1.7 | 18 | -7 | -18 | -6 |
| O=C(Nc1nnc(S(=O)(=O)N2CCCCCC2)s1)c1ccc(Cl)cc1 | 0 | 37 | -2 | 2.4 | 2 | -2 | -24 | -7 |
| O=C(Nc1ccccc1)Nc1nccs1 | -15 | -29 | 6 | 5.8 | 7 | 0 | 12 | 14 |
| COc1ccc(C(=O)N/C(=C/c2ccccc2F)C(=O)NCCN2CCOCC2)cc1OC | -29 | -18 | -5 | -2.5 | -9 | 9 | -41 | 19 |
| CN1/C(=C\C(=O)c2cccs2)Sc2ccccc21 | -81 | -51 | 5 | 2.7 | 59* | 0 | -64 | 14 |
| CC(=O)Nc1ccc(S(=O)(=O)N2CCN(S(=O)(=O)N3CCCCC3)CC2)cc1 | 25 | -2 | -4 | 1.9 | -15 | -1 | 0 | 1 |
| CN(C)S(=O)(=O)N1CCN(C(=O)N2CCOCC2)CC1 | 8 | 4 | -3 | -1.4 | 0 | -6 | 15 | -3 |
| CC1CCCC(NC(=O)COC(=O)c2ccccc2NC(=O)c2ccco2)C1C (configuration not stated) | 7 | -3 | 1 | -2.1 | -4 | -4 | 14 | 13 |
